Assay outcomes deposited in PubChem by several laboratories.
FAS-TE inh: inhibitors of human fatty acid synthase thioesterase domain; AID 602261; inhibition, % at 15 µM; P49327; recombinant FAS-TE, OMFH fluorogenic substrate, fluorescence endpoint; actives 0.67% (n = 360,000);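 active = compounds whose normalised, plate-corrected inhibition of enzyme fluorescence in the single-dose primary screen is 50% or more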;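 also: 0% = DMSO with enzyme and 100% = substrate without enzyme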
CSN deneddyl inh: CSN deneddylation inhibition. inhibition, % at 12.5 µM. Q92905. actives 0.38% (n = 360,000). Purified CSN, SCF-Nedd8-OG deneddylation, fluorescence polarization;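 active = pattern-corrected inhibition above about 35%, with an unprinted fluorescence ratio check between 0.5 and 1.5, limit read from the data, passing the limit was not always enough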;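 also: 0% = enzyme with substrate and 100% = substrate without enzyme; some results filed as inactive read as strong as hits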
Target sequence (Q92905 whole entry, looked up, one chain of several): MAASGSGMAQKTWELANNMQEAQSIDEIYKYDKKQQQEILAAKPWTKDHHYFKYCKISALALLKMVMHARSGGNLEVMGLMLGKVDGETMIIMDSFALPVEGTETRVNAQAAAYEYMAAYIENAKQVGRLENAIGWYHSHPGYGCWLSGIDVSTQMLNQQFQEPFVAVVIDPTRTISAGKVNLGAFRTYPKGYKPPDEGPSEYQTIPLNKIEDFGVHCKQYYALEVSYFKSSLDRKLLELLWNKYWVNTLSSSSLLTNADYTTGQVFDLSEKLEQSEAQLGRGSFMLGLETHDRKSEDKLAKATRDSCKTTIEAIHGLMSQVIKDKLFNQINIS
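Test system: purified human Csn5 enzyme expressed in HEK293T cells. Amount: 0.24 nM enzyme. Reagent: SCFSkp2-Nedd8OG substrate at 10 nM final. Schedule: 90 min incubation of compound, enzyme and substrate at room temperature. Detection: fluorescence polarization. Read-out: % inhibition of substrate cleavage by Csn5.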
MsrA inh: inhibitors of bovine MsrA. purified bovine MsrA, absorbance read-out. inhibition, % at 15.5 µM. actives 0.75% (n = 360,000); in the data active = inhibition above about 4.5%;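 also: 0% = vehicle wells with enzyme and 100% = reference inhibitor wells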
E coli Lon inh: inhibits E. coli Lon protease; P0A9M0; purified E. coli Lon protease, fluorescence polarization; inhibition, % at 7.94 µM; actives 0.42% (n = 360,000); in the data active = inhibition above about 13%, passing the limit was not always enough;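 also: 0% = enzyme with probe and DMSO and 100% = no enzyme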
Target sequence (P0A9M0 whole entry, looked up): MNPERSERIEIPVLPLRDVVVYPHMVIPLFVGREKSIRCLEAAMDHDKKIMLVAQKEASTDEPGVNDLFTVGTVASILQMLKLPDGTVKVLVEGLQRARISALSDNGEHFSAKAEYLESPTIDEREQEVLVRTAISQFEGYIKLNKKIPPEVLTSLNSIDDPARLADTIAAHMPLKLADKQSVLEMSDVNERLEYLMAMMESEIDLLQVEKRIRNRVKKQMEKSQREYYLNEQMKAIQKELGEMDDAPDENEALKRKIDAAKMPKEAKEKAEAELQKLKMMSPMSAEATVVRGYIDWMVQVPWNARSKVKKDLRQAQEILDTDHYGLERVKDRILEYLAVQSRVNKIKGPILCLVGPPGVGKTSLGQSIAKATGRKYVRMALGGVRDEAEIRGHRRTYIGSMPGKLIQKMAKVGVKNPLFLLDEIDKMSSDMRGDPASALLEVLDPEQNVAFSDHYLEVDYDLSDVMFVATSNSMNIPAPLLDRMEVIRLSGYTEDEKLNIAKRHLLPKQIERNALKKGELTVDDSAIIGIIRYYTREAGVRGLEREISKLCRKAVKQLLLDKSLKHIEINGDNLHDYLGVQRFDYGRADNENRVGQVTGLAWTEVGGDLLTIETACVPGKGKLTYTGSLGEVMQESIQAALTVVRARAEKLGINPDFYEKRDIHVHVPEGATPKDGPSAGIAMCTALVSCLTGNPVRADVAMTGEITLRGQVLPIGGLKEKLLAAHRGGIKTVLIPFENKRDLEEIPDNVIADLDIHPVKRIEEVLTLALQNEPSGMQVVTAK
Neddylation inh: cullin neddylation inhibition; calls only at 25 µM; AID 651699; P61081+Q13564; TR-FRET cullin neddylation, biochemical; actives 0.58% (n = 360,000); in the data active = inhibition above about 36%
MLLE-PAM2 inh: inhibitors of microRNA-mediated deadenylation, human PABP1 MLLE binding; inhibition, % at 20 µM; actives 0.36% (n = 360,000); GST-MLLE / FITC-PAM2 fluorescence polarization; P11940; in the data active = inhibition above about 35%, passing the limit was not always enough;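 also: plate controls were DMSO wells with GST-MLLE for no effect and wells lacking GST-MLLE protein for full effect; some results filed as inactive read as strong as hits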
Tb MetRS inh: blocks T. brucei methionyl-tRNA synthetase activity; purified T. brucei MetRS, ATP depletion, Kinase-Glo luminescence; inhibition, % at 11.9 µM; actives 0.4% (n = 360,000);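 active = inhibition above a per-plate cutoff of the control wells' mean inhibition plus 3 SD, cut at about 5.5% in these data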;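 also: 0% = DMSO wells median and 100% = median of wells with control inhibitor compound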
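assay system = parasite MetRS enzyme | timing = 15 min preincubation, 2 h reaction, all 25 °C | evaluation = percent inhibition relative to median high and low control wells | medium = HEPES buffer containing pyrophosphatase, BSA, spermine, DTT | compound = single dose, 11.9 µM final nominal, 0.9% final DMSO | detection = Kinase-Glo luminescence, ATP depletion format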
MsrA act: activates bovine MsrA enzyme; actives 0.3% (n = 360,000); purified bovine MsrA, absorbance read-out; activation, % at 10.6 µM; in the data active = activation above about 7.5%;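 also: 0% = vehicle and 100% = reference activator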
Rin1-Abl PPI inh: inhibitors of human Rin1-Abl protein interaction | TR-FRET Rin1/Abl binding, biochemical | actives 0.4% (n = 360,000) | inhibition, % at 7.35 µM; in the data active = inhibition above about 5%, passing the limit was not always enough
Active calls of the source: *; i = inactive; . = no result given.

SMILES	FAS-TE inh	CSN deneddyl inh	MsrA inh	E coli Lon inh	Neddylation inh	MLLE-PAM2 inh	Tb MetRS inh	MsrA act	Rin1-Abl PPI inh
CC(=O)c1ccc(NC(=O)c2onc(C)c2Cl)cc1	-5	0	0.2	15	i	5	-1.1	-1	2
CC1CN(c2nc3c(c(=O)n(C)c(=O)n3C)n2Cc2c(F)cccc2Cl)CC(C)O1 (stereo not drawn)	2	6	-0.5	-7	i	6	-0.5	-2	3
CC(C(=O)Nc1ncc2c(n1)CC(C)(C)CC2=O)N1C(=O)c2ccccc2C1=O (stereo not drawn)	-2	0	-0.4	-9	i	-1	-0.2	1	3
Cc1ccc(CSc2ccc(S(=O)(=O)N3CCOCC3)cn2)cc1	5	0	-0.3	-8	i	20	-0.1	-2	0
COC(=O)CCC(=O)OC1(C)C(=O)C2=CN(Cc3ccc4c(c3)OCO4)C(c3ccc(OC)cc3)=CC2=C(Br)C1=O (stereo not drawn)	-2	5	.	-1	i	-38	-0.8	-10	2
COc1ccc(C(O)P(=O)(OC2CCCCC2)c2ccc(N(C)C)cc2)cc1OC (stereo not drawn)	-3	0	0.1	-9	i	-2	-0.9	-6	-3
COc1ccc([C@@H]2C(C#N)=C(N)S[C@@H](c3ccccc3)[C@@H]2[N+](=O)[O-])cc1	8	-7	-1.1	-4	i	3	-0.4	-3	1
CCOc1ccc(-c2cc(C(=O)NCCCN3CCN(CC)CC3)c3ccccc3n2)cc1	-6	0	4.6*	2	.	4	-0.6	-1	-1
O=C(N/N=C/c1coc2ccc(Cl)cc2c1=O)c1ccncc1	25	3	-0.6	-21	i	11	0.0	-3	-2
Cc1ccc(C(=O)OCC(=O)c2c(N)n(C)c(=O)n(C)c2=O)cc1S(=O)(=O)N1CCCCC1	-2	1	0.8	-12	i	6	-0.5	-6	-2
COc1ccccc1CNC(=O)c1cc2sccc2n1C	7	0	.	-3	i	13	-1.3	0	-2
CCOC(=O)c1ccccc1NC(=O)CN(c1ccccc1OC)S(C)(=O)=O	0	6	-1.0	-4	i	5	-0.7	-2	3
Cc1cc(C(=O)NCC(C)C)c2ccccc2n1	-9	-2	0.0	3	i	-11	-0.3	-4	1
Cc1cccc(NC(=O)Cn2ccn(-c3ccc4c(c3)OCCO4)c(=O)c2=O)c1	-6	4	1.5	-10	i	7	-0.1	-1	-5
COc1cccc2c(=O)cc(C)n(CC(=O)Nc3ccccc3C)c12	2	0	0.1	-10	.	-4	-0.3	-2	2

An excerpt from above with just FAS-TE inh, E coli Lon inh and CSN deneddyl inh:
Structure	FAS-TE inh	E coli Lon inh	CSN deneddyl inh
CC1CN(c2nc3c(c(=O)n(C)c(=O)n3C)n2Cc2c(F)cccc2Cl)CC(C)O1 (stereo not drawn)	2	-7	6
CC(C(=O)Nc1ncc2c(n1)CC(C)(C)CC2=O)N1C(=O)c2ccccc2C1=O (stereo not drawn)	-2	-9	0

Continued.
SMILES	FAS-TE inh	CSN deneddyl inh	MsrA inh	E coli Lon inh	Neddylation inh	MLLE-PAM2 inh	Tb MetRS inh	MsrA act	Rin1-Abl PPI inh
CN(C)c1nnnn1-c1ccc(OC(F)(F)F)cc1	-6	-5	0.4	-1	i	14	-0.9	-6	3
CCOc1ccc(NC(=O)CCC(=O)NNC(=O)Nc2ccc(Cl)cc2)cc1	-6	-13	0.1	-2	i	10	-0.5	-5	3
C/C=C/c1ccc(OCC(=O)OCC(=O)Nc2c(C)nn(-c3ccccc3)c2C)c(OC)c1	-6	6	1.4	-2	i	-19	-0.2	-4	-1
O=C(NCC(c1ccco1)N1CCc2ccccc2C1)c1ccc(Cl)cc1 (stereo not drawn)	12	-7	-0.3	-6	i	-2	0.6	-4	1
CCOc1cc(C)c(C(C)C)cc1S(=O)(=O)NCc1ccccn1	-7	-1	0.1	-3	i	2	-1.6	-8	-2
COc1ccccc1CNC(=O)c1oc2ccc(S(=O)(=O)N3CCCC3)cc2c1C	14	9	.	4	i	-2	-0.7	-1	-4
COc1ccc(C(=S)N2CCCCC2)cc1Br	0	1	1.0	0	i	11	-0.7	-3	2
O=C(NCCSc1c[nH]c2ccccc12)c1ccco1	-2	-4	0.2	-3	i	-1	-0.4	2	-1
CC(=O)c1ccc2c3c(cc(C)c2c1)CCCC3	27	1	0.0	-2	.	2	-0.4	-6	4
CC(=O)C1=C(O)C(=O)N(Cc2cccnc2)C1c1ccccc1 (stereo not drawn)	-6	1	6.4*	2	i	7	-0.7	-7	-1
c1ccc(N2CCN(c3nc(-c4cccs4)nc4ccccc34)CC2)cc1	44	-4	1.8	-8	i	12	0.0	-3	6
Cn1ccs/c1=N\C(=O)Nc1cccc(C(F)(F)F)c1	4	-2	2.0	0	i	-15	-0.5	-1	-4
CCN(CC)c1ccc(S(=O)(=O)N2CCOCC2)cc1NC(=O)Nc1ccccc1	13	-1	0.5	-2	i	26	0.1	-3	-14
CC(=O)C1=C(C)NC(SCC(=O)c2ccc(Cl)cc2)=C(C#N)C1c1ccco1 (stereo not drawn)	16	6	2.2	-27	i	-14	-0.8	-9	-1
O=C(CCC1CCCC1)Nc1ccc([N+](=O)[O-])cn1	12	-4	1.0	-1	i	10	0.3	-1	-1
COc1ccc(C(=O)O/N=C(/c2ccccc2)c2ccncc2)cc1OC	-8	2	0.0	2	i	4	-0.3	-5	-2
CC(C)CC1(C)NC(=O)N(CC(=O)Nc2cccc(S(=O)(=O)N(C)c3ccccc3)c2)C1=O (stereo not drawn)	2	-1	-0.7	0	i	-14	-1.1	-4	3
CN(C(=O)COC(=O)c1cc(=O)[nH]c2ccccc12)c1c(N)n(Cc2ccccc2)c(=O)[nH]c1=O	-5	2	1.2	-4	i	1	-0.2	-3	0
COC(=O)[C@@]1(Cc2ccc(F)cc2)[C@H]2c3cc(C(=O)N(C)C)n(CCN4CCOCC4)c3C[C@H]2CN1C(=O)c1ccccc1	-9	0	-0.8	-2	i	.	-0.8	-2	.
O=C(N/N=C\c1ccc2c(c1)OCO2)c1ccc(Cn2cc(Br)c([N+](=O)[O-])n2)o1	-4	-1	-1.2	2	i	-6	-0.2	-4	-1
CCCc1nn(C)c(C(=O)Nc2ccc(CC)cc2)c1Cl	14	-2	.	1	i	-4	-0.1	5	0
CN1C=CC=C/C1=C1/N=C(c2ccccc2)OC1=O	-7	1	-0.3	1	i	-6	-1.0	-6	-2
Cc1cccc(CCNC(=O)C2CCC(=O)N(Cc3ccc(Cl)cc3)C2)n1 (stereo not drawn)	-5	3	0.8	-15	i	-2	0.0	-1	1
Oc1ccc(CCc2n[nH]c(=S)n2-c2ccc(F)cc2)cc1	2	-1	0.5	2	i	-6	-0.4	0	-1
COc1cc(/C=C/C(=O)OCC(=O)N2CCN(S(=O)(=O)c3ccc(C)cc3C)CC2)ccc1OC(F)F	33	6	0.9	-9	i	21	-0.5	-2	3
CCOC(=O)CSc1nn(C)c(=S)s1	-7	-6	-0.5	5	i	-49	-0.5	-2	-2
O=C(c1ccc(NC2=NC3CS(=O)(=O)CC3S2)cc1)N1CCc2ccccc2C1 (stereo not drawn)	-6	-5	0.2	-7	i	-97	1.1	-6	5
O=CN1CCN(CC(O)Cn2c3ccccc3c3ccccc32)CC1 (stereo not drawn)	-3	1	0.2	-4	i	-2	-0.6	-1	2
Cc1ccccc1-n1c(N)cc(=O)[nH]c1=S	-6	3	0.1	4	i	27	-0.2	-2	3
O=C(COC(=O)c1ccccc1NC(=O)c1ccco1)NCC1CCCCC1	10	-4	0.5	4	i	-1	-0.8	-1	-2

Looked up by structure from the entries so far (6):
SMILES	FAS-TE inh	CSN deneddyl inh	MsrA inh	E coli Lon inh	Neddylation inh	MLLE-PAM2 inh	Tb MetRS inh	MsrA act	Rin1-Abl PPI inh
CCOC(=O)CSc1nn(C)c(=S)s1	-7	-6	-0.5	5	i	-49	-0.5	-2	-2
O=CN1CCN(CC(O)Cn2c3ccccc3c3ccccc32)CC1 (stereo not drawn)	-3	1	0.2	-4	i	-2	-0.6	-1	2
CCCc1nn(C)c(C(=O)Nc2ccc(CC)cc2)c1Cl	14	-2	.	1	i	-4	-0.1	5	0
Oc1ccc(CCc2n[nH]c(=S)n2-c2ccc(F)cc2)cc1	2	-1	0.5	2	i	-6	-0.4	0	-1
O=C(c1ccc(NC2=NC3CS(=O)(=O)CC3S2)cc1)N1CCc2ccccc2C1 (stereo not drawn)	-6	-5	0.2	-7	i	-97	1.1	-6	5
Cc1cccc(CCNC(=O)C2CCC(=O)N(Cc3ccc(Cl)cc3)C2)n1 (stereo not drawn)	-5	3	0.8	-15	i	-2	0.0	-1	1

A stretch taken from the entries so far, for reference:
SMILES	FAS-TE inh	CSN deneddyl inh	MsrA inh	E coli Lon inh	Neddylation inh	MLLE-PAM2 inh	Tb MetRS inh	MsrA act	Rin1-Abl PPI inh
CN(C)c1nnnn1-c1ccc(OC(F)(F)F)cc1	-6	-5	0.4	-1	i	14	-0.9	-6	3
CCOc1ccc(NC(=O)CCC(=O)NNC(=O)Nc2ccc(Cl)cc2)cc1	-6	-13	0.1	-2	i	10	-0.5	-5	3
C/C=C/c1ccc(OCC(=O)OCC(=O)Nc2c(C)nn(-c3ccccc3)c2C)c(OC)c1	-6	6	1.4	-2	i	-19	-0.2	-4	-1

Carrying on.
SMILES	FAS-TE inh	CSN deneddyl inh	MsrA inh	E coli Lon inh	Neddylation inh	MLLE-PAM2 inh	Tb MetRS inh	MsrA act	Rin1-Abl PPI inh
COc1ccc(CN(C(=O)c2cc(=O)c3ccccc3o2)C2CCS(=O)(=O)C2)cc1OC (stereo not drawn)	0	2	0.9	9	i	-6	0.4	-3	-3
CNC(=O)c1ccc(OC2CSC2)cc1	-11	4	-1.4	-4	i	-2	-0.8	-8	1
c1ccc(OCCOCCN2CCN(C(c3ccccc3)c3ccccc3)CC2)cc1	10	-2	-1.1	3	i	-6	-1.3	-4	1
CCOC(=O)c1oc2ccc(/C=N/O)c(Cl)c2c1C	-8	6	-0.2	1	i	-8	0.1	1	2
Cc1cccn2c(=O)c(C=O)c(N3CCCCC3)nc12	-2	-14	2.1	-5	i	12	-0.9	-6	9
NNC(=O)C(=O)Nc1ccc(O)cc1	1	2	-0.4	4	i	2	-0.8	-2	-3
NC(=O)c1nsc(C(=O)N(Cc2ccco2)C(C(=O)NC2CCCC2)c2ccc(O)cc2)c1N (stereo not drawn)	2	-1	0.7	1	i	13	0.3	0	-1
O=[N+]([O-])c1ccc(S(=O)(=O)NCC(c2cccnc2)N2CCOCC2)cc1 (stereo not drawn)	0	-4	-0.5	-4	i	13	-0.1	-2	2
CN(C(=O)c1ccc(NC(=O)Cc2cccc(NC(=O)C3CCCN(C(=O)C4CCCC4)C3)c2)cc1)C1CCCC1 (stereo not drawn)	0	-6	1.4	-6	i	-5	-0.2	2	0
CNS(=O)(=O)c1ccc(NC(=O)C2CC(=O)N(c3ccc(Cl)cc3)C2)cc1 (stereo not drawn)	0	-14	1.4	-4	i	4	-0.7	-9	-1
Cn1c(=O)n(C)c2cc(N3CCCCC3)c(NC(=O)c3cccc(Cl)c3)cc21	11	6	0.7	-7	.	-1	-0.5	-1	-2
O=C(NCc1ccc(C(F)(F)F)cc1)c1cccc2c(-c3ccc(F)c(F)c3)coc12	33	2	0.9	2	i	-2	-0.3	2	-6
COc1ccc(OC)c(N(CC(=O)N2CCCC2)S(=O)(=O)c2ccc(C)cc2)c1	-7	-6	0.9	-6	i	4	-0.1	1	1
Cc1cc(C(=O)N/N=C2\CC(=O)CC(C)(C)C2)c2ccccc2n1	-4	0	1.8	1	i	14	-0.4	-5	-2
